# CSN inh: CSN deneddylation inhibition | Q92905 | Purified CSN, SCF-Nedd8-OG deneddylation, fluorescence polarization | inhibition, % at 12.5 µM | 360,000 compounds, 0.38% hits | AID 651999;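 active = pattern-corrected inhibition above about 35%, with an unprinted fluorescence ratio check between 0.5 and 1.5, limit read from the data, passing the limit was not always enough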;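 also: 0% = enzyme with substrate and 100% = substrate without enzyme; some results filed as inactive read as strong as hits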
#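 test system = HEK293T-derived human Csn5 enzyme | amount = 0.24 nM Csn5 enzyme, final concentration | medium = Tris/NaCl/DTT buffer, pH 7.5 | schedule = 90 min reaction at room temperature | signal = FP | evaluation = inhibition of Csn5 cleavage, % | compound dosing = single dose of 12.5 µM compound with 0.25% DMSO | probe or stimulus = 10 nM SCFSkp2-Nedd8OG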
# eLon inh: inhibitors of E. coli Lon protease. AID 602123. 360,000 compounds, 0.42% hits. purified E. coli Lon protease, fluorescence polarization. P0A9M0. inhibition, % at 7.94 µM; in the data active = inhibition above about 13%, passing the limit was not always enough;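 also: 0% = enzyme with probe and DMSO and 100% = no enzyme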
# Target sequence (P0A9M0 whole entry, looked up): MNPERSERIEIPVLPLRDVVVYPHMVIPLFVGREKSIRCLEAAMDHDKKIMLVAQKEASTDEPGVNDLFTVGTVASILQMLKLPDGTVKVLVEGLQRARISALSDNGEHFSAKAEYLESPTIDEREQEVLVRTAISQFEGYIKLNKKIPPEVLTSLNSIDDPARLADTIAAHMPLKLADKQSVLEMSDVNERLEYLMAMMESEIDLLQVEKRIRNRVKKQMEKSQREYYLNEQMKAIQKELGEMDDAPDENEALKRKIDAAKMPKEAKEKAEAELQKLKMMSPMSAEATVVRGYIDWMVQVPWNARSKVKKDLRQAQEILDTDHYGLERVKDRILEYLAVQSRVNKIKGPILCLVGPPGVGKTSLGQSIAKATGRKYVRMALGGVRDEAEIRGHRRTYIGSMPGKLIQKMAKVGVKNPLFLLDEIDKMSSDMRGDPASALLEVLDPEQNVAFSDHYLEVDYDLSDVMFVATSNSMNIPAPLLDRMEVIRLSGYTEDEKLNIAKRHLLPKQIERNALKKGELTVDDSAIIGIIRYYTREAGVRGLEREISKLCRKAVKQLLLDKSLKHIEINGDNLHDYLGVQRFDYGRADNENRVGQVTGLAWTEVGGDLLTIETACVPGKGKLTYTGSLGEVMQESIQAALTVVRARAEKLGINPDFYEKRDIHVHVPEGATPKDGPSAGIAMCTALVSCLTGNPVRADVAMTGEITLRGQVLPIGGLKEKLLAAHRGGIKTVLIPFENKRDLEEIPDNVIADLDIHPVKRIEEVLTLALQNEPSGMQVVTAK
# FAS-TE inh: inhibitors of human fatty acid synthase thioesterase domain; 360,000 compounds, 0.67% hits; recombinant FAS-TE, OMFH fluorogenic substrate, fluorescence endpoint; inhibition, % at 15 µM; P49327;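 active = compounds whose normalised, plate-corrected inhibition of enzyme fluorescence in the single-dose primary screen is 50% or more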;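 also: 0% = DMSO with enzyme and 100% = substrate without enzyme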
# Rpn11 inh: blocks the human proteasome subunit Rpn11; O00487; human 26S proteasome, Ub4-pepOG fluorescence polarization; 20S core pre-blocked with epoxomicin; calls only at 20 µM; 360,000 compounds, 0.59% hits; AID 588493;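 active = inhibition at 20 µM, scaled to each plate's controls, above about 33%, limit read from the data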
# Target sequence (O00487 whole entry, looked up): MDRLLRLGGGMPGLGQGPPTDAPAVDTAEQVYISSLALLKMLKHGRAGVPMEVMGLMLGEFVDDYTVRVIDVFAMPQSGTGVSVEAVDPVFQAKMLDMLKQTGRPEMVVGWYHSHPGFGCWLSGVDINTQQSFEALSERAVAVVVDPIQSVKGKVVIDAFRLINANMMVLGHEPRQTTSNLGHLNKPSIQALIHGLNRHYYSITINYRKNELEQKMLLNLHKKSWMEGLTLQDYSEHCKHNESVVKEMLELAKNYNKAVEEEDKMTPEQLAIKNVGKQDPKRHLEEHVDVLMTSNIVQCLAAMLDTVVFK
# MsrA inh: bovine MsrA inhibition. purified bovine MsrA, absorbance read-out. inhibition, % at 15.5 µM. 360,000 compounds, 0.75% hits; in the data active = inhibition above about 4.5%;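 also: 0% = vehicle wells with enzyme and 100% = reference inhibitor wells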
# Rin1-Abl PPI inh: human Rin1-Abl interaction inhibition | inhibition, % at 7.35 µM | TR-FRET Rin1/Abl binding, biochemical | P00519+Q13671 | 360,000 compounds, 0.4% hits; in the data active = inhibition above about 5%, passing the limit was not always enough
# PABP1 MLLE inh: blocks PAM2 peptide binding to the PABP1 MLLE domain; P11940; GST-MLLE / FITC-PAM2 fluorescence polarization; inhibition, % at 20 µM; 360,000 compounds, 0.36% hits; AID 588489; in the data active = inhibition above about 35%, passing the limit was not always enough;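 also: plate controls were DMSO wells with GST-MLLE for no effect and wells lacking GST-MLLE protein for full effect; some results filed as inactive read as strong as hits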
# MT1-MMP act inh: inhibitors of human MT1-MMP activation. HT1080 RFP-PRO-GFP cells, GFP/RFP ratio fluorescence, overnight; percent of plate control window, DMSO zero. P50281. 360,000 compounds, 0.061% hits. GFP/RFP ratio change, % at 20 µM. AID 651647;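 active = GFP/RFP ratio change of at least 30% with cell ATP level not reduced by more than half and red fluorescence within 50% of control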; also: strong numbers were not always called active
#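 Read-out: GFP/RFP fluorescence ratio; Test system: RFP-PRO-GFP reporter HT1080 cells; Compound dosing: single-point 20 µM compound, 1% DMSO; Times: overnight compound exposure at 37 °C.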
# MsrA act: activators of bovine methionine sulfoxide reductase A; 360,000 compounds, 0.3% hits; purified bovine MsrA, absorbance read-out; AID 602163; activation, % at 10.6 µM; in the data active = activation above about 7.5%;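 also: 0% = vehicle and 100% = reference activator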
# The depositor's hits bear a star; i = inactive; nt = not tested or not shown.
SMILES,CSN inh,eLon inh,FAS-TE inh,Rpn11 inh,MsrA inh,Rin1-Abl PPI inh,PABP1 MLLE inh,MT1-MMP act inh,MsrA act
O=C(Nc1sc2c(c1C(=O)O)CCCC2)C(=O)N1CCOCC1,2,-7,-5,i,0.1,2,28,-2,-2
CCC(C)NC(=O)COC(=O)c1cccnc1Nc1ccccc1F (configuration not stated),-12,0,-8,i,-0.3,4,3,-2,-5
O=C(CCCCn1c(=S)[nH]c2ccsc2c1=O)NCc1ccco1,3,-6,-4,i,0.9,5,0,2,-5
Cc1cccc(C2N(c3nccs3)C(=O)C3CCCN32)c1 (configuration not stated),0,-9,-5,i,0.4,1,1,4,0
CCN(C[C@H]1N[C@@](CC)(C(=O)OC)[C@H]2C(=O)N(Cc3ccccc3)C(=O)[C@@H]12)C(=O)Nc1ccc(C)cc1,-3,10,-1,i,0.3,-2,4,1,-1
Cc1ccccc1NS(=O)(=O)c1nnc(NC(=O)c2ccc(Cl)cc2)s1,-6,2,-1,i,2.8,-2,-33,5,-2
Nc1c(Br)cc(Br)c2c1C(=O)c1c(cccc1S(=O)(=O)O)C2=O,2,-8,5,i,-0.3,-5,-14,27,-2
CCOc1c(CNCCNC(=O)c2nonc2N)cccc1OC,0,-2,-3,i,0.9,4,-2,0,0
CNC(=O)CN1C(=O)NC(Cc2c[nH]c3ccccc23)C1=O (configuration not stated),0,-1,-3,i,1.6,-1,3,-8,-1
CCCCCC1(C)NC(=S)N(c2ccccc2)N1 (configuration not stated),-8,1,-3,i,1.2,1,0,1,-4
Cc1ccc(NC(=O)CCn2c(=O)oc3ccccc32)c(C)c1,-1,2,-1,i,-0.2,2,8,0,-3
COc1ccc(CNC(=O)c2c(O)c3cccc4c3n(c2=O)CCC4)cc1OC,-2,-7,-1,i,-0.6,1,-12,-1,1

# Quoted at random: 2 entries already listed, in no set order.
SMILES,CSN inh,eLon inh,FAS-TE inh,Rpn11 inh,MsrA inh,Rin1-Abl PPI inh,PABP1 MLLE inh,MT1-MMP act inh,MsrA act
CCOc1c(CNCCNC(=O)c2nonc2N)cccc1OC,0,-2,-3,i,0.9,4,-2,0,0
Cc1ccc(NC(=O)CCn2c(=O)oc3ccccc32)c(C)c1,-1,2,-1,i,-0.2,2,8,0,-3

# Following part:
SMILES,CSN inh,eLon inh,FAS-TE inh,Rpn11 inh,MsrA inh,Rin1-Abl PPI inh,PABP1 MLLE inh,MT1-MMP act inh,MsrA act
O=C(O)Cn1c(SCc2ccccc2)nc2ccccc21,5,-3,-7,i,-0.5,0,0,-2,-4
CCNC(=O)CC1C(=O)N(c2ccc(C)cc2)C(=O)N1Cc1ccccn1 (configuration not stated),0,-1,-9,i,-0.6,1,15,4,-8
COc1ccc(C(=O)Nc2ncc(C)s2)cc1S(=O)(=O)N1CCOCC1,-1,-7,0,i,2.4,4,13,4,-2
Cc1cccc(OCCn2c(S(=O)(=O)O)nc3ccccc32)c1,-3,-3,-6,i,-0.2,4,3,2,-4
Cc1cccc(C2=NN(c3ccc(Br)cc3)[C@@H](C(=O)N3CCOC3=O)[C@@H]2c2ccc([N+](=O)[O-])cc2)c1,2,-1,85*,i,4.2,0,-6,-1,-1
CC(C)c1ccc(COc2ccc(C(=O)N3CCOCC3)cc2)cc1,0,-3,-48,i,-1.0,2,3,2,-3
Cc1cccc(Cc2ccc(Cl)nn2)c1,-13,-2,-7,i,3.2,0,-11,-2,-3
O=C(O)CSc1nnnn1-c1ccc2c(c1)OCCO2,-1,4,-9,i,0.4,1,-50,-3,-2
CCSc1nc2c(c(=O)[nH]c(=O)n2C)n1C/C=C(/C)Cl,0,-6,-2,i,1.0,4,20,5,-12
Cc1ccc(OCc2cc(C(=O)N(C)Cc3nccn3C)no2)cc1C,1,-15,-8,i,-1.3,-3,-4,8,2
Cc1ccccc1-n1c(=O)cc(N2CCN(C(=O)c3ccco3)CC2)[nH]c1=O,-3,0,-5,i,-0.1,-2,19,1,-1
COCCn1c(SCC(=O)Nc2ccc(F)cc2)nc2c(oc3ccccc32)c1=O,1,-1,7,i,-1.3,0,-10,0,-2
Cc1ccc(C(=O)c2cc3ccccc3o2)cc1[N+](=O)[O-],-1,8,24,i,-0.1,-2,3,-1,-3
COc1ccc(N(CC(=O)Nc2ccc3c(c2)OCO3)S(=O)(=O)c2c(C)nn(C)c2C)cc1,3,3,1,i,2.2,2,6,4,1
Cc1ccc(C(=O)N2CCNC(=O)C2CC(=O)Nc2ccc(F)cc2)cc1C (configuration not stated),2,-2,-3,i,0.5,-2,13,-4,-2
COC(=O)c1sccc1NC(=O)CSCC(=O)O,-9,0,-4,i,1.6,0,5,nt,-13
O=C1/C(=C\c2ccccn2)SC(=S)N1Nc1ncc(C(F)(F)F)cc1Cl,1,-8,-5,i,nt,0,24,-6,0
CCCCC1CCC(C(=O)N(CCOC)c2c(N)n(CC(C)C)c(=O)[nH]c2=O)CC1 (configuration not stated),-4,-5,-9,i,0.1,-2,-13,-4,-2
CCn1c(CCC(N)=O)nnc1SCC(=O)Nc1cccc(S(=O)(=O)N2CCCC2)c1,3,-6,-8,i,-0.6,1,1,3,-3
CC(C)CNC(=O)C1(C)CCCCCN1C(=O)c1csnn1 (configuration not stated),-5,-1,-7,i,-0.8,-2,11,2,-2
CCOC(=O)C1(Cc2ccccc2)CCN(Cc2csc(C(C)=O)c2)CC1,3,-2,-2,i,2.3,2,-6,0,9.8*
COc1ccc2cc(CCNC(=O)c3ccco3)c(=O)[nH]c2c1,-4,-2,-2,i,1.5,-4,23,-2,-2
CN(C)C(=O)C(CCN1CCC(O)(c2ccc(Cl)cc2)CC1)(c1ccccc1)c1ccccc1,-2,7,2,i,-1.4,0,17,-1,1
COc1ccc(F)cc1C(=O)C1CCCN(Cc2ccc3c(c2)OCCO3)C1 (configuration not stated),6,-5,1,i,2.1,-2,-8,2,-3
C=CCn1c(O)c(CN2CCN(Cc3ccccc3)CC2)c(C)c(C#N)c1=O,-15,9,-4,i,0.9,6,64,-9,0
O=C1COc2ccc(C(=O)COC(=O)CNC(=O)C3CCCCC3)cc2N1,9,-5,1,i,1.1,0,-2,-3,-6
COc1ccc(CN2C(=O)c3cccnc3C2=O)cc1S(=O)(=O)N1CC(C)Oc2ccccc21 (configuration not stated),4,11,9,i,0.3,6,14,-1,-7
Cc1ccc(NC(=O)Nc2cc(Cl)ccc2C2COC(=O)C2=N)cc1 (configuration not stated),0,-3,-2,i,0.5,0,-8,-1,-1
O=C(Cc1ccccc1)N/N=C/c1cccs1,-3,-17,-9,i,2.9,-2,13,-4,-2
CC(=O)N(CC(=O)O)c1ccccc1C(=O)O,3,0,-10,i,1.2,2,-9,0,-8
O=C(O)C#Cc1cccc2ccccc12,0,-3,-2,i,1.0,-6,5,3,-6
CC1Oc2ccccc2N(CC(=O)NCCN2CCOCC2)C1=O (configuration not stated),-1,7,-7,i,nt,-2,2,-1,-1
O=C(NCCCn1ccnc1)c1noc2c1CCCC2,4,0,-6,i,-0.1,-2,13,-2,3
CC1(C(=O)NS(=O)(=O)c2cccc(F)c2)CCN1C(=O)Cc1ccccc1 (configuration not stated),-2,0,-7,i,-0.8,-6,11,0,-2
Nc1[nH]c(C(=O)c2ccccc2)c(-c2ccccc2C(F)(F)F)c1C(=O)NCc1cccc2ccccc12,1,-11,-4,nt,-0.4,nt,nt,3,-1
CC12CN3CC(C)(CN(C1)C3c1ccc(F)cc1)C2 (configuration not stated),0,-6,-10,i,-0.6,7,2,-3,-14
CCN1CCCC1Cn1cnc2c([nH]c3cc(OC)ccc32)c1=O (configuration not stated),0,0,-8,i,-0.8,-3,12,3,-1
CCCCOP(=O)(OCCCC)C(Nc1ccc(C(=O)OCC)cc1)c1ccncc1 (configuration not stated),5,-15,3,i,-0.1,4,4,-32,-1
COc1ccccc1-c1c(C)nn2c(N)c(-c3ccccc3)cnc12,-1,4,5,i,2.0,0,1,4,-4
O=S(=O)(NNc1ncc(C(F)(F)F)cc1Cl)c1ccccc1,-2,-4,-7,i,0.0,2,-26,-10,-9
COc1ccc([N+](=O)[O-])cc1/C=N/NC(=O)CNC(=O)c1cccc(F)c1,-1,-1,70*,i,2.5,-3,-5,2,-7
O=C(c1ccco1)N1CCN(C(=O)c2cnn(-c3ccc(F)cc3)c2-n2cccc2)CC1,-3,-12,-7,i,-0.3,2,0,1,-5
COc1ccc(NC(=O)Nc2nnc(N3CCCCC3C)s2)cc1OC (configuration not stated),0,-4,-1,i,-0.6,4,-7,4,1
CSCCC(NC(=O)c1ccc(Cl)cc1)C(=O)OCC(=O)N1CCCC1=O (configuration not stated),0,4,-6,i,0.5,4,9,3,-2
CCN1C(=O)C(CC(=O)Nc2cccc(C(C)=O)c2)S/C1=N\c1ccccn1 (configuration not stated),-17,-9,-13,i,0.1,1,5,1,-10
COc1cc2c(cc1NC(=O)c1cncc(Br)c1)oc1ccccc12,4,1,20,i,-0.4,-1,5,3,-3
Cc1ccc(S(=O)(=O)N2CCN(c3nc(C)c4c(c3C#N)CC(C)(C)OC4)CC2)cc1,5,-7,21,i,0.4,-2,-1,-5,-3
CCN(C(=O)CSc1nccn1C)c1cccc2ccccc12,1,-9,-7,i,-0.3,-1,-19,0,-3

# Compound profiles, as listed above. Order of screens: CSN inh | eLon inh | FAS-TE inh | Rpn11 inh | MsrA inh | Rin1-Abl PPI inh | PABP1 MLLE inh | MT1-MMP act inh | MsrA act
# Shown for Cc1ccc(NC(=O)Nc2cc(Cl)ccc2C2COC(=O)C2=N)cc1 (configuration not stated) → 0 | -3 | -2 | i | 0.5 | 0 | -8 | -1 | -1
# Shown for CCCCOP(=O)(OCCCC)C(Nc1ccc(C(=O)OCC)cc1)c1ccncc1 (configuration not stated) → 5 | -15 | 3 | i | -0.1 | 4 | 4 | -32 | -1

# More records follow:
SMILES,CSN inh,eLon inh,FAS-TE inh,Rpn11 inh,MsrA inh,Rin1-Abl PPI inh,PABP1 MLLE inh,MT1-MMP act inh,MsrA act
O=C(c1ccc2nc(Cc3cccc(Cl)c3)oc2c1)N1CCC(O)CC1,-1,-11,-5,i,0.4,3,2,2,-4
CCC(C)N(C(=O)COC(=O)c1nc(Cl)ccc1Cl)C1CCS(=O)(=O)C1 (configuration not stated),-4,-4,-8,i,-0.9,-2,-7,1,0
CCN1CCSc2ccc(C(=O)NCc3cccc(Br)c3)cc21,3,2,20,i,1.0,-2,10,2,2
CC(NCc1cccc(OCc2ccccc2)c1)C(O)c1ccccc1 (configuration not stated),-2,2,-2,i,-1.6,-6,4,-4,-2
COc1ccccc1N1CCN(C(=O)c2ccc(CS(=O)(=O)c3ccccc3OC)o2)CC1,-5,5,-5,i,-0.3,-1,-3,2,-14
CC(Sc1ccc(S(=O)(=O)N2CCOCC2)cn1)C(=O)Nc1ccc(Cl)cc1Cl (configuration not stated),1,-3,38,i,-0.8,0,16,-2,-2
Cc1c(C(=O)Nc2cccc([N+](=O)[O-])c2)sc2ncn(CC(=O)N3CCOCC3)c(=O)c12,1,-9,6,i,1.4,4,0,5,-8
CCOC(=O)c1sc(NC(=O)CSc2nc3c(cc2C#N)CCCCC3)c(C#N)c1C,0,-14,2,i,-0.9,2,-2,-60,-2
CNC(=O)c1ccc(NC(=O)CC2SC(N3CCCC3)=NC2=O)cc1 (configuration not stated),-2,-9,-4,i,-1.5,1,10,1,1
COc1cccc(CN2CCNC(=O)C2CC(=O)NCCN2CCOCC2)c1OC (configuration not stated),0,-7,-5,i,0.7,-1,7,-1,-1
O=C1/C(=C/c2ccncc2)CCc2ccccc21,7,-6,-1,i,0.2,1,-3,1,1

# High-throughput results (PubChem BioAssay)
